Compound activity as filed in PubChem.
ELG1 repair inh: blocks ELG1-dependent DNA repair in HEK293T cells. HEK293T ELG1-luciferase reporter, luminescence, 16 h; DNA damage induced by 5-fluorouridine. Potency, µM (series often up to 46.1 µM), without a hit: at the highest dose activity change, negative = inhibition, hits mostly inhibitors. 330,000 tested, 2.3% active. AID 504467; further: potency means the concentration at half of the fitted maximal effect; on the % scale 0 is the no-effect control and ±100 the full control effect; nearly all actives have a fitted effect of over 55% in size
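Overnight (16 hr) co-exposure of 2,000 cells/well to 5-fluorouridine and compound at 37 °C preceded detection. Luciferase was quantified via ONE-Glo luminescence; loss of signal denotes inhibition.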
BRCA1 expr act: BRCA1 expression activation. MCF7-BRCA1-FFLuc reporter, luminescence, 48 h; response scale: scaled: vehicle 0%, 10 µM genistein 100%. Potency, µM (top dose mostly 46.1 µM), inactives show at the highest dose activation, hits mostly activators. 380,000 tested, 1.1% active. AID 624202; further: potency means the concentration at half of the fitted maximal effect; nearly all actives have a fitted effect of over 80% in size; some results filed as inactive show a strong effect at the top dose
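MCF7 cells carrying a BRCA1-firefly luciferase reporter (2000 cells/well, phenol-red free MEM) were attached for 2 h at 37 °C, then given compounds for 48 h. Luminescence was read 15 min after luciferase reagent; activity normalized to genistein (10 microM) and DMSO.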
NPC1 prom act: NPC1 promoter activation. Huh7 NPC1 promoter luciferase reporter, 24 h. Potency, µM (series often up to 9.22 µM), without a hit: top-dose activation, actives largely listed as activators. 320,000 tested, 2.4% active. AID 485313;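 further: potency means the concentration at half of the fitted maximal effect; % of control where 0% means no effect; nearly all actives have a fitted effect of over 60% in size; reporter is driven by a mutant NPC1 promoter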
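Quantitative HTS used a cell-based reporter: Huh7 cells stably bearing the NPC1 promoter upstream of luciferase were treated with compounds for 24 h, and promoter activation was read as luminescence.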
Gal4-VP16 FLuc: inhibits Gal4-VP16 luciferase reporter, ROR gamma counter-screen; Drosophila S2 Gal4-VP16 UAS-luciferase, luminescence, 20 h; Potency, µM (top dose mostly 53.6 µM), inactives show top-dose activity, negative = inhibition, usual class: inhibitors; 310,000 tested, 3.5% active; AID 2546;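 further: Gal4-VP16 expression switched on by copper sulfate through the metallothionein promoter; potency means the concentration at half of the fitted maximal effect; on the % scale 0 is the no-effect control and ±100 the full control effect; nearly all actives have a fitted effect of over 50% in size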
Rab9 promoter act: activates the Rab9 promoter. Huh7 Rab9 promoter-luciferase reporter, luminescence, 24 h. 320,000 tested, 2.8% active. Potency, µM (titrated, usually from 9.22 µM), for inactives: at the top dose activation, negative = inhibition, hits mostly activators. AID 485297; further: potency means the concentration at half of the fitted maximal effect; % of control where 0% means no effect; nearly all actives have a fitted effect of over 60% in size
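Huh7 reporter line, Rab9 promoter upstream of luciferase. Compound exposure 24 h at 37 °C in reduced-serum medium with 10% FBS. Read-out: luminescence.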
RORgamma inh: blocks mouse ROR gamma transcriptional activity; P51450; Drosophila S2 Gal4-RORgamma UAS-luciferase reporter, 20 h; Potency, µM (doses to about 53.6 µM), without a hit: at the highest dose activity change, negative = inhibition, hits mostly inhibitors; 310,000 tested, 5.4% active; AID 2551; further: potency means the concentration at half of the fitted maximal effect; on the % scale 0 is the no-effect control and ±100 the full control effect; nearly all actives have a fitted effect of over 60% in size
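Using a luciferase readout, inhibitors were identified by reduced reporter activity in Drosophila cells coexpressing a copper-inducible Gal4–ROR gamma fusion and UAS-driven Photinus luciferase, incubated 20 hr after 700 uM copper sulfate.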
TRPV1 agonist: agonists of human vanilloid receptor 1 (TRPV1); Q8NER1; TRPV1-expressing cells, Fluo-8 calcium influx, agonist mode; activation, % at 8.33 µM; 320,000 tested, 0.19% active; in the data active means activation above about 80%; inconclusive means between about 30% and that limit; further: 0% is about no effect
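TRPV1-expressing cells were cultured overnight at 35.5C and loaded with Fluo-8 calcium dye for 40 to 90 min at room temperature. After a 10 s baseline, compound was added and calcium influx was read kinetically for 3 min (ex 480/em 520 nm).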
ELG1 genotox: induces genotoxicity in HEK293T cells with luciferase-tagged ELG1. HEK293T ELG1-luciferase reporter, luminescence, 16 h. Potency, µM (titrated, usually from 46 µM), inactives show top-dose activity change, positive = activation, usual class: activators. 330,000 tested, 1.3% active. AID 504466; further: potency means the concentration at half of the fitted maximal effect; % of control where 0% means no effect; nearly all actives have a fitted effect of over 60% in size
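Genotoxicity was scored as increased ELG1-luciferase reporter signal, measured by ONE-Glo luminescence (30 min, room temperature). Compound or vehicle exposure of the HEK293T reporter cells lasted 16 hr at 37°C.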
Tb PFK inh: blocks T. brucei phosphofructokinase; O15648; T. brucei PFK, ADP-Glo luminescence; Potency, µM (titrated, usually from 57.5 µM), for inactives: at the top dose activity, negative = inhibition, usual class: inhibitors; 330,000 tested, 0.17% active;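 further: potency means the concentration at half of the fitted maximal effect; 0% = uninhibited 1x PFK enzyme wells and -100% = no-enzyme wells; nearly all actives have a fitted effect of over 60% in size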
Target sequence (O15648 whole entry, looked up): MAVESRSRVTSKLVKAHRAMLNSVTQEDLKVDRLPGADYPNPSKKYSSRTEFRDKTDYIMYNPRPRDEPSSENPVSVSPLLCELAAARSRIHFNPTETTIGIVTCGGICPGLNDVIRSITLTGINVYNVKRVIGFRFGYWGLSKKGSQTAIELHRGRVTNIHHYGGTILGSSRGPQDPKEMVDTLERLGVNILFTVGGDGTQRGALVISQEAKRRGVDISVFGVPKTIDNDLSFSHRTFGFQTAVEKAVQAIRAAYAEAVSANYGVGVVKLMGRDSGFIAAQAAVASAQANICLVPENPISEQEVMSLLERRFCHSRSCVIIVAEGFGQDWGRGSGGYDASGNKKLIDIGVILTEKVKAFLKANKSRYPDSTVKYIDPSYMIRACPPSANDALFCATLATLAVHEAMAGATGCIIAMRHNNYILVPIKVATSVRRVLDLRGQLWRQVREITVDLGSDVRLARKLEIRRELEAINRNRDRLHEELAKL
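Compounds were pin-transferred as a titration series up to 57 uM into substrate buffer (0.5 mM F6P, 0.1 mM ATP, pH 8.0), then 1.25 nM PFK was added and reactions ran 45 min before ADP-Glo detection.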
p53 reactivator: restores transcriptional activity of mutant p53; H1299 p53-A138V BP100-luciferase reporter, luminescence, 24 h; AID 504706; Potency, µM (highest dose often 92.2 µM), for inactives: at the top dose activity change, positive = activation, actives largely listed as activators; 320,000 tested, 0.063% active; further: potency means the concentration at half of the fitted maximal effect; % of control where 0% means no effect; nearly all actives have a fitted effect of over 45% in size
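p53-null H1299 cells stably carrying temperature-sensitive p53-A138V and a BP100-luciferase reporter were pinned with compounds (4-point, 1:5 series) and held 24 hrs at 37 deg C. Luminescence was read 10 min after detection reagent.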
FLuc modulator: counter-screen for miR-21 project: firefly luciferase inhibitors or activators | P08659 | purified FLuc, Km substrates, luminescence inhibition | Potency, µM (doses to about 57.5 µM), for inactives: at the highest dose activity change, negative = inhibition, most hits filed as inhibitors | 360,000 tested, 6.9% active;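 further: potency means the concentration at half of the fitted maximal effect; plate controls were vehicle for no effect and reference inhibitor for full effect; nearly all actives have a fitted effect of over 55% in size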
Target sequence (P08659 whole entry, looked up): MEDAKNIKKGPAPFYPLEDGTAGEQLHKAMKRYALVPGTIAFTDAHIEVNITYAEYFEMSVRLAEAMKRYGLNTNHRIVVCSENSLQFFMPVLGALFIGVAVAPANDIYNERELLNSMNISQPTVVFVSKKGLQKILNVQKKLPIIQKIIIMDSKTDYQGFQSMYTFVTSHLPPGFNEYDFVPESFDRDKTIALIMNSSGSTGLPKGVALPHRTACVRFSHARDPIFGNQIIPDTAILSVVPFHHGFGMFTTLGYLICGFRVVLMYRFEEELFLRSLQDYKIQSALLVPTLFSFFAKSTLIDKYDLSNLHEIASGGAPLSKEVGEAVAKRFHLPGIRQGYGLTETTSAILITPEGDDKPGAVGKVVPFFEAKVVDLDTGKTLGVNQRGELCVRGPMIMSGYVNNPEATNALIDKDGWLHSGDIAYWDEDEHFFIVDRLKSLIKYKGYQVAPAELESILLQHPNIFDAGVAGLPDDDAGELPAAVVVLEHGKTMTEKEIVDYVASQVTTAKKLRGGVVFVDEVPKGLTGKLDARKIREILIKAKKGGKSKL
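Biochemical qHTS of compounds, final roughly 60 µM downward over six points, against 10 nM purified firefly luciferase using Km concentrations of substrates (10 uM D-luciferin, 10 uM ATP) in Tris acetate pH 7.5 buffer; luminescence output.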
The depositor's hits bear a star; ? = inconclusive; / = not tested or not shown; & = joins results of further samples; [ ] = another dose, or the depositor's remark. Unless noted, the call rests on the fitted dose curve; in most records, active means well fitted curve in the direction sought with a large enough effect; inconclusive means small, poorly fitted or top-dose-only effect, or another doubt; inactive means no such curve, though single readings can be large; an effect the other way counts as inactive or inconclusive.

SMILES | ELG1 repair inh | BRCA1 expr act | NPC1 prom act | Gal4-VP16 FLuc | Rab9 promoter act | RORgamma inh | TRPV1 agonist | ELG1 genotox | Tb PFK inh | p53 reactivator | FLuc modulator
Cc1cc(C(F)(F)F)n2nc(C)c(-c3ccc(Cl)cc3)c2n1 | 13.2% | -20.3% | 0.3% | -10.2% | 1.5% | -24.2% | -1.0 | 3.5% | -0.1% | 2.8% | 0.5%
N#C/C(=C(/O)CSc1ncn[nH]1)c1nc2ccccc2[nH]1 | -8.0% | -55.1% | -3.8% | 5.0% | -7.7% | -3.2% | -0.2 | -5.3% | 0.1% | 13.9% | -2.7%
O=C(NCc1ccc2c(c1)OCO2)C1CC(=O)N(C2CCCCCC2)C1 (stereo not given) | 10.0% | -4.9% | 1.9% | -2.8% | -3.0% | -20.6% | 4.1 | -6.2% | -0.2% | 3.1% | -0.9%
CCNc1nc(NC(C)C)nc(N2CC(=O)N(CC(=O)OCC)C2=N)n1 | 11.9% | -14.4% | -0.6% | -1.9% | -8.9% | 2.1% | -0.5 | 1.3% | -3.1% | 1.1% | -1.3%
COc1ccccc1NS(=O)(=O)c1cccc(C(=O)NCC(c2ccco2)N(C)C)c1 (stereo not given) | -4.5% | -7.0% | 1.5% | / | -5.0% | / | -5.9 | -3.4% | 7.0% | -1.1% | -0.9%
CC(c1ccccc1)C1NC(C(=O)O)CS1 (stereo not given) | 17.8% | 5.7% | -0.9% | -1.1% | 7.2% | -2.1% | / | 0.6% | -0.1% | -1.8% | 0.3%
O=C1CN(S(=O)(=O)c2ccc(Cl)cc2)c2ccccc2N1 | -5.8% | 8.7% | -0.6% | -5.5% | -1.2% | -1.0% | -1.4 | 3.6% | 0.3% | / | -0.7%
CCN(CC)C(=O)c1cccc(NC(=O)c2ccc3c(=O)n4c(nc3c2)CCC4)c1 | 24.7% | 23.7% | -4.9% | / | -0.9% | / | -2.0 | 1.4% | -3.4% | -3.1% | ?
COc1ccc(C(=O)NC(=S)Nc2ccc(N3CCOCC3)cc2)cc1Cl | ? | -37.2% | -2.3% | 7.94µM* | -9.9% | 4.47µM* | -0.8 | -22.3% | 6.5% | -3.9% | 0.8%
Cc1cc(Br)ccc1NC(=O)CN1C(=O)C2C3CC(c4ccccc4)C(C3)C2C1=O (stereo not given) | ? | -89.9% | -5.6% | 3.1% | -1.1% | ? | 0.3 | -5.3% | 0.1% | -0.9% | 5.9%
O=C(O)C1C2C=CC(C2)C1C(=O)NCc1ccoc1 (stereo not given) | 2.2% | 3.0% | -1.4% | -14.3% | -5.8% | 4.4% | 6.1 | -0.4% | -2.7% | 9.2% | 3.1%
C=CCN1C(=O)C(O)(CC(=O)c2ccco2)c2cc(Br)ccc21 (stereo not given) | 8.6% | -86.7% | -5.6% | 4.9% | -30.0%[inhibitor] | 8.7% | -0.2 | 12.9% | 8.7% | -0.2% | 2.6%
CC1Cc2ccccc2N1S(=O)(=O)c1cccc(C(=O)NCCCO)c1 (stereo not given) | -3.2% | -13.5% | -14.5% | -9.8% | -2.4% | 38.5% | ? | -5.0% | 4.3% | 0.8% | 2.3%
CCN(CC)c1ccc(/C=N/NC(=O)c2cnccn2)cc1 | ? | ? | -9.0% | -4.0% | ? | -18.5% | 10.7 | 11.6µM* | -1.3% | ? | 12µM*
CCC1CN(C(=O)N2CCC(C(=O)NCc3ccc(C)o3)CC2)c2ccccc2O1 (stereo not given) | -0.2% | -0.3% | 1.0% | -0.1% | -3.1% | -1.1% | 1.1 | -4.1% | 0.2% | -2.9% | 0.4%&-2.0%
COc1ccc(C(=O)N2CCN(c3ccc(C(C)=O)cc3F)CC2)cc1S(=O)(=O)NC1CC1 | ? | 33.1% | 11.8% | / | -4.3% | / | -3.1 | 2.8% | -0.4% | 7.7% | /
CCOC(=O)N1CCN(C(=O)COc2cc(=O)n(CC)c3ccccc23)CC1 | ? | -49.4% | -14.7% | 6.0% | -3.2% | 18.3% | -0.3 | 7.1% | 0.3% | -2.0% | 1.3%
Cc1cc(/C=N\NC(=O)COc2cccc3cccnc23)c(C)n1-c1ccc(Br)cc1 | -15.1% | -9.7% | -3.8% | 4.9% | -0.3% | 3.8% | 0.8 | -1.7% | -1.1% | 17.6% | 4.78µM*
CN(Cc1cn(C)c2ccccc12)C(=S)Nc1cc(F)cc(F)c1 | -5.1% | -38.2% | -2.7% | -0.2% | -2.3% | -25.1% | 4.4 | -1.4% | -2.2% | -2.4% | -0.2%
CC(=O)c1cccc(NC(=O)C2CCCN(S(=O)(=O)c3ccccc3)C2)c1 (stereo not given) | ? | 9.4% | -0.1% | 1.8% | -0.6% | -18.1% | -2.3 | -22.8% | -18.2% | -9.6% | -1.0%
COc1cc(CN(C(=S)NCC(=O)NC2CCCC2)C2CCCC2)cc(OC)c1OC | ? | -19.8% | -0.8% | 4.3% | -0.9% | 2.6% | 3.4 | 0.2% | 0.1% | -8.2% | -0.7%
O=C(CN(Cc1ccccc1)S(=O)(=O)c1ccc(Br)cc1)NCC1CCCO1 (stereo not given) | 3.9% | -1.4% | -3.0% | 3.3% | 0.5% | -0.4% | ? | -4.8% | -3.0% | -3.3% | -2.5%
CC(NC(=O)CNC(=O)Cc1cccc2ccccc12)c1ccc(S(N)(=O)=O)cc1 (stereo not given) | 9.3% | -23.1% | 2.3% | -15.7% | 2.2% | 31.0% | 11.1 | -0.3% | 0.0% | -1.9% | 0.0%
O=C(CSc1nnnn1-c1cccc2ccccc12)Nc1ccc(N2CCOCC2)c(Cl)c1 | -0.5% | 0.5% | 2.1% | 2.5% | -4.8% | 9.6% | -1.2 | -0.5% | 1.4% | -1.4% | ?
N#Cc1ccc(OCC(=O)OCCCOC(=O)COc2ccc(C#N)cc2)cc1 | -21.8% | -14.1% | -6.5% | -21.8% | -1.4% | -2.8% | -8.1 | 3.2% | 1.5% | -7.6% | -1.1%

Further entries:
SMILES | ELG1 repair inh | BRCA1 expr act | NPC1 prom act | Gal4-VP16 FLuc | Rab9 promoter act | RORgamma inh | TRPV1 agonist | ELG1 genotox | Tb PFK inh | p53 reactivator | FLuc modulator
COc1ccc(OCC(=O)Nc2ccc(NC(=O)c3ccco3)c(C)c2)cc1 | 22.9% | 3.2% | -0.8% | -2.3% | -9.3% | 0.6% | -0.5 | 1.1% | 1.0% | 4.4% | -16.6%
CCC1CCCCN1CC(=O)Nc1cc(C)nn1-c1nc(C)cc(C)n1 (stereo not given) | ? | -81.7%[inhibitor] | -4.0% | 1.26µM* | -5.4% | 0.398µM* | -2.7 | -13.2% | -6.1% | -3.2% | -1.2%
Cc1cccc(N2CCN(C(=O)CCNC(=O)Cn3ccc4ccccc4c3=O)CC2)c1C | ? | -7.0% | 1.0% | 1.9% | -7.4% | 7.9% | 20.7 | -2.3% | -2.1% | -5.8% | -0.7%
CC1(C)CC(=O)C2=C(C1)OC(c1ccncc1)C(C#N)=C2N (stereo not given) | 13.9% | -25.6% | 0.4% | 3.5% | -3.6% | -14.7% | 0.4 | 0.3% | -2.1% | 10.2% | 0.8%
Cc1cccc(C)c1NC(=O)CSc1nnc(NC(=O)CN2CCOCC2)s1 | 9.1% | 30.9% | -1.8% | -1.3% | -5.2% | -3.0% | -0.9 | 0.9% | 2.1% | 5.3% | 3.2%
CCCC(CCC)C(=O)Nc1ccc2c(c1)N(C(=O)CCN1CCN(C)CC1)c1ccccc1CC2 | -3.8% | -16.6% | -2.7% | 5.2% | 1.1% | -5.9% | 0.5 | -1.5% | 0.5% | -1.5% | -1.0%
CCN1C(=O)CC(N2CCN(c3ccc(C(=O)c4ccncc4)cc3)CC2)C1=O (stereo not given) | 14.6µM* | 3.4% | 6.9% | ? | -4.5% | 0.4% | 2.5 | -22.2% | -3.0% | 2.0% | 1.1%
O=C(CCc1nnc(CCCc2ccccc2)o1)NCCCC1CCCC1 | ? | 12.6µM* | 27.2% | 7.5% | ? | ? | 4.9 | 16.9% | -7.8% | 10.7% | ?
